EPAC2 agonist – EPAC2 (human) agonism; hit rate 0.079% among 360,000; EPAC2 activation, biochemical qHTS; response scale: 100% = 6.5 mM cAMP response; Q8WZA2; Potency, µM (doses to about 154 µM), without a hit: top-dose activation, hits mostly activators; AID 720711; further: potency means the concentration at half of the fitted maximal effect; nearly all actives have a fitted effect of over 50% in size
Target sequence (Q8WZA2 whole entry, looked up): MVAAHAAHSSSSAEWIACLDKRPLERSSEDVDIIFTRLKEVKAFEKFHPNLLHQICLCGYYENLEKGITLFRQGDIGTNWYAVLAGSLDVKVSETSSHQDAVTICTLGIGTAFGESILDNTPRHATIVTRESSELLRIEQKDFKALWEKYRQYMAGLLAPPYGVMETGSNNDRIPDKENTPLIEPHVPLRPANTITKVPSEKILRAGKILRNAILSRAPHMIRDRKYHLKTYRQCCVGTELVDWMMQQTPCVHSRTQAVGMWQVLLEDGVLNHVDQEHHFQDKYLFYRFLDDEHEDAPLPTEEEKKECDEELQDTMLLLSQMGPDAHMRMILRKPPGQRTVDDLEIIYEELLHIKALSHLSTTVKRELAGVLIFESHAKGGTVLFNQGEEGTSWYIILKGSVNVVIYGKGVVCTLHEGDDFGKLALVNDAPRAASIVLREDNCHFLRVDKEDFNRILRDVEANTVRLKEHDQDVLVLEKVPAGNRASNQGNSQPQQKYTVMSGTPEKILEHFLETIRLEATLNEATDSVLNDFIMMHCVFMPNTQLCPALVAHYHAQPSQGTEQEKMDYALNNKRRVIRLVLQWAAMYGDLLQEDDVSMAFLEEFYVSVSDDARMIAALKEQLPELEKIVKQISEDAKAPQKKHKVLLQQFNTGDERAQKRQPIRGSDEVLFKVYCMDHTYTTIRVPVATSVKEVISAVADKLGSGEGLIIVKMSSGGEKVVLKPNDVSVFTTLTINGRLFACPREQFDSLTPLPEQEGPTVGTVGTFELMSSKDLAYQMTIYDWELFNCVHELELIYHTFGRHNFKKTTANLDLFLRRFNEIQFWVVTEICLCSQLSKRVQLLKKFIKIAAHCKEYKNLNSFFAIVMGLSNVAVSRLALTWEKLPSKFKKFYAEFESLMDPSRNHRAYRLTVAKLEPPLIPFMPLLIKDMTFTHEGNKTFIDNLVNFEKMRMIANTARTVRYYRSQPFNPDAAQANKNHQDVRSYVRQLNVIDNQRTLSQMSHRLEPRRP
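Fluorescence exchange assay: 100 nM EPAC2 with 250 nM RAP1B-BODIPY-GDP and 50 uM GDP; compounds tested as a concentration-titration series (qHTS). Loss of Rap1-bound BODIPY-GDP fluorescence read at 480/540 nm; data normalized to 6.5 mM cAMP.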
TGFb SMAD3 inh – inhibitors of TGF-b signaling. hit rate 1.2% among 410,000. Potency, µM (highest dose often 46.1 µM), for inactives: at the top dose activity, negative = inhibition, hits mostly inhibitors. HepG2 CAGA-GFP TGF-b/SMAD3 reporter, GFP fluorescence, 18 h; TGF-beta stimulated, 500 pg/mL final; further: potency means the concentration at half of the fitted maximal effect; on the % scale 0 is the no-effect control and ±100 the full control effect; nearly all actives have a fitted effect of over 65% in size
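Using HEPG2 CAGA-GFP reporter cells at 1000 cells/well, we pinned test compounds, stimulated with recombinant TGF-beta (500 pg/mL final) and measured total well GFP after 18 h.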
Nrf2 block – inhibitors of Nrf2 signaling. A549 ARE-Fluc reporter, luciferase luminescence, 18-24 h. Potency, µM (top dose mostly 46 µM), for the others: at the highest dose activity change, negative = inhibition, most hits filed as inhibitors. hit rate 2.1% among 360,000; further: potency means the concentration at half of the fitted maximal effect; on the % scale 0 is the no-effect control and ±100 the full control effect; nearly all actives have a fitted effect of over 60% in size
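Two sequential reads on A549 ARE_Fluc cells exposed to compound for 18-24 h: a CellTiter-Fluor fluorescence read for viability, then a luciferase luminescence read for Nrf2/ARE activity.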
A549 viability – counter-screen for Nrf2 inhibitors: cytotoxicity in A549 cells; hit rate 0.16% among 390,000; Potency, µM (highest dose often 46 µM), for inactives: at the highest dose activity change, negative = cytotoxicity, hits mostly inhibitors; A549 ARE-Fluc cells, CellTiter-Fluor viability, 18-24 h; further: potency means the concentration at half of the fitted maximal effect; on the % scale 0 is the no-effect control and ±100 the full control effect
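A549 ARE_Fluc cells in 5% FBS OPTI-MEM were exposed to compounds in concentration-response for 18-24 h at 37 deg C. Viability was read by CellTiter-Fluor fluorescence (Ex 405/Em 525) after 30 min, before the luciferase read.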
IL2 activator – IL-2 activation. hit rate 0.065% among 360,000. IL-2 activation reporter assay, cell-based qHTS; stimulated with anti-CD3/CD4/CD28 beads; in transgenic mouse T cells. activation, % (series mostly up to about 46 µM); in the data active means activation above about 50%; inconclusive means mostly about 30% to 49%; further: 0% is about no effect
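Unstimulated transgenic mouse T cells; 60-min compound exposure; bead-based TCR/CD4/CD28 stimulation; 18 h culture, 37 degrees C; dual fluorescence (EGFP, DsRed) plate cytometry.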
ATXN viability – reduces viability in counter-screen for ATXN expression inhibitors. S2 cells (HEK-293 line with an ATXN2-luciferase reporter) viability, CellTiter-Fluor protease fluorescence, 24 h. Potency, µM (series often up to 56.7 µM), usual class: cytotoxic. hit rate 0.49% among 400,000. AID 651635; further: potency means the concentration at half of the fitted maximal effect; nearly all actives have a fitted effect of over 40% in size
HepG2 tox – HepG2 cytotoxicity, counter-screen for TGF-b inhibitors; Potency, µM (series often up to 46.1 µM), inactives show at the highest dose activity change, negative = cytotoxicity, actives largely listed as cytotoxic; AID 588856; hit rate 0.76% among 410,000; HepG2 CAGA-GFP viability, ATP luminescence, 18 h; further: potency means the concentration at half of the fitted maximal effect; some results filed as inactive show a strong effect at the top dose
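CellTiter-Glo luminescence gave cytotoxicity after 18 hours at 37 degrees C. The cells were HepG2 CAGA-GFP in 1% FBS DMEM, stimulated with 500 pg/mL TGF-beta after compound addition. %Activity was normalised to no-cell wells (complete cell-killing) and DMSO (no toxicity), and curves were fitted and classified.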
ATXN2 expr inh – inhibitors of ATXN2 expression | AID 1745845 | HEK-293 ATXN2-luciferase reporter, luminescence, 24 h | Potency, µM (series often up to 57 µM), without a hit: at the highest dose activity change, negative = inhibition, hits mostly inhibitors | hit rate 0.72% among 360,000; further: potency means the concentration at half of the fitted maximal effect; on the % scale 0 is the no-effect control and ±100 the full control effect; nearly all actives have a fitted effect of over 55% in size
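qHTS (up to 57 uM final) was run with 24 h compound exposure of reporter cells at 37 °C. Each well was multiplexed: SteadyGlo luminescence measured ATXN2-luciferase expression after a fluorogenic Gly-Phe-AFC viability readout (25 uM final).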
Nrf2 activator – activates Nrf2 signaling; AREc32 ARE-luciferase reporter (MCF7-derived line), luminescence, 24 h; Potency, µM (doses to about 46.1 µM), for inactives: top-dose activation, most hits filed as activators; hit rate 0.31% among 410,000; AID 624171; further: potency means the concentration at half of the fitted maximal effect; % of control where 0% means no effect; nearly all actives have a fitted effect of over 65% in size
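ARE activation measured as luciferase luminescence (Steady-Glo, 30 min RT) in AREc32_Fluc cells after 24 hr compound exposure at 37 deg C, 5% CO2; cells seeded overnight at 1000/well in OPTI-MEM, 5% FBS.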
* marks the source's active call; other numbers are inactive results; i = inactive; ? = inconclusive; nt = not tested or not shown; [ ] = remark or other dose. Unless noted, the call rests on the fitted dose curve; in most records, active means well fitted curve in the direction sought with a large enough effect; inconclusive means small, poorly fitted or top-dose-only effect, or another doubt; inactive means no such curve, though single readings can be large; an effect the other way counts as inactive or inconclusive.

compound,EPAC2 agonist,TGFb SMAD3 inh,Nrf2 block,A549 viability,IL2 activator,ATXN viability,HepG2 tox,ATXN2 expr inh,Nrf2 activator
COc1cccc(-c2nc3ccc([N+](=O)[O-])cc3o2)c1,-12%,-2%,?,4%,-0.5,i,-22%,12%,7.1%
Cc1ccc(S(=O)(=O)N2CCN(Cc3nc4ccccc4[nH]3)CC2)cc1C,1%,7%,5%,1%,-0.5,i,-4%,-16%,0.1%
CSc1sc(C)cc1C1C(C#N)=C(N)N(c2cccnc2)C2=C1C(=O)CCC2 (stereo not drawn),5%,-16%,?,-3%,-1.6,i,3%,-8%,11%
COCC(C)NC(=O)c1ccc(Cl)c(Cl)c1 (stereo not drawn),17%,8%,-11%,-3%,-2.7,i,5%,-7%,0.0%
CCC(=O)N1CCc2cc(Br)cc(S(=O)(=O)NCc3ccc(Cl)cc3)c21,nt,-23%,-4%[9.27 µM],9%,nt,i,-9%,2%,0.1%
COC(=O)Nc1ccc2c(c1)N(C(=O)CCN1CCN3CCCC3C1)c1ccccc1S2 (stereo not drawn),-1%,-31%,-9%,-19%,-1.1,?,-3%,3%,4.1%
CN(C(=S)Nc1ccc(SC(F)F)cc1)C(c1ccccc1)c1ccccc1,3%,?,?,-15%,-0.9,i,-40%,nt,-1.2%
Cc1ccc(S(=O)(=O)NCCNC(=O)CN2CCCC2)cc1,9%,-34%,11%,2%,0.4,i,0%,7%,0.2%
C/C(=C\c1ccco1)CN1CCN(Cc2ccc(C)o2)C(CCO)C1 (stereo not drawn),11%,10%,-10%,0%,1.8,i,-1%,-11%,2.5%
O=C(CC12CC3CC(C1)CC(CC(=O)NC1=NCCS1)(C3)C2)NC1=NCCS1,3%,-9%,0%,8%,1.4,i,5%,-4%,-0.3%
O=C(NC(Cc1c[nH]c2ccccc12)C(=O)N/N=C/c1cccc2ccccc12)c1cccs1 (stereo not drawn),17%,?,-30%,-20%,-4.5,i,1%,-13%,2.0%
O=C(CCS(=O)(=O)Cc1ccccc1)Nc1ccc2c(c1)OCCO2,3%,3%,7%,3%,1.9,i,-3%,21%,0.0%
Cc1cccc(NC(=S)NN2CCOCC2)c1C,-3%,-4%,-8%,-4%,0.1,i,-4%,1%,0.2%
Cc1ccc(C2C3CN(C(C)C)CC=C3C(C#N)=C(N)C2(C#N)C#N)cc1 (stereo not drawn),27%,15%,-9%,-8%,8.5,i,-3%,3%,4.3%
Cc1ccc(-n2nnc3c(=O)n(CC(=O)NCc4ccco4)cnc32)cc1,-4%,0%,11%,-9%,-0.4,?,12%,-2%,0.4%
COc1ccc(N2CC(C(=O)N(CC(C)C)c3c(N)n(Cc4ccccc4)c(=O)[nH]c3=O)CC2=O)c(OC)c1 (stereo not drawn),0%,-1%,13%,-6%,-2.8,i,5%,1%,0.4%
O=c1[nH]c(C2CCN(S(=O)(=O)c3ccc(S(=O)(=O)NC4CC4)cc3)CC2)nc2c1nnn2Cc1ccc(F)cc1,-1%,?,9%,-5%,7.3,i,6%,2%,5.1%
COc1ccc2c(c1)OC(O)(C(F)F)CC2=O (stereo not drawn),4%,-11%,9%,-2%,-2.0,i,-6%,8%,-0.2%
C=CC(C)(C)c1[nH]cnc1/C=C1\NC(=O)C(C(C)C)NC1=O (stereo not drawn),5%,3%,-2%,-12%,-2.1,?,-1%,-8%,-2.3%
COc1ccc(OC)c(S(=O)(=O)N2CCC(C(=O)N3CCCCCC3)CC2)c1,-1%,-1%,6%,-3%,-0.8,i,-9%,7%,-0.3%
CCCCN(C)C(=O)c1nc2ccccn2c1CN1CCN(C/C=C/c2ccccc2)CC1,14%,?,-3%,-2%,-5.6,i,0%,-9%[11.3 µM],-0.7%
CCCCc1nn2c(=O)cc(COC(=O)c3ccc(NC(=O)CCc4ccccc4)cc3)nc2s1,nt,1%,nt,3%,nt,i,-26%,-10%,-0.7%
Cc1cc(C)cc(NC(=O)c2cccn2-c2ncc(C(F)(F)F)cc2Cl)c1,12%,-13%,-23%,-6%,-0.3,i,-14%,1%,2.4%
CC(C)(C)C(=O)OCc1nc(-c2ccc3c(c2)OCCO3)cs1,4%,-10%,?,1%,0.1,i,-5%,nt,2.3%
CCCN1C2CCCC1CC(NC(=S)Nc1cc(C)ccc1C)C2 (stereo not drawn),4%,-7%,-1%,-1%,-0.2,i,-16%,-19%,0.0%
N#Cc1cc(Nc2c(N)nc[nH]c2=O)c([N+](=O)[O-])cc1C#N,1%,6%,-4%,2%,-0.3,i,-4%,9%,0.7%
Clc1nc(-c2cccnc2)nc2scc(-c3ccccc3)c12,19%,-1%,?,20%,0.2,i,-16%,nt,?
O=S(=O)(NCc1cccnc1)c1ccc(Cl)s1,7%,-3%,-1%,16%,1.0,i,-19%,-8%,0.0%
COc1ccc(C(CCN(Cc2ccc(OC)c(OC)c2)C(C)=O)c2ccccc2)cc1 (stereo not drawn),10%,-8%,?,?,-0.8,?,-24%,nt,-2.0%
COc1ccc2cc3cc(C(=O)Nc4cc(OC)c(OC)c(OC)c4)oc3nc2c1,3%,-9%,?,-11%,-1.4,?,0%,?,-0.6%
COC(=O)c1onc(-c2c(C)cc(C)cc2C)c1C(=O)OC,-20%,2%,3%,-1%,-0.2,i,-9%,3%,-0.3%
Cc1c(C(=O)NCc2ccccc2C(F)(F)F)sc(=O)n1Cc1ccc(Cl)c(Cl)c1,7%,-30%,nt,nt,0.5,i,-10%,-15%,5.0%
O=C(Nc1ccc(C(=O)OC[C@@H]2CCCN3CCCC[C@H]23)cc1)c1cccc(Br)c1,5%,?,3%,0%,0.9,i,-25%,-20%,11%
O=C(CNC(=O)c1cccs1)c1ccc(Br)cc1,-1%,12%,?,-3%,5.0,i,14%,13%,-0.2%
COc1ccc(C(=O)Nc2cccc(C(C)=O)c2)c(OC)c1OC,-2%,-1%,14%,-3%,0.6,?,-1%,19%,-0.2%
C[C@@H]1CN([C@@H](C)CO)C(=O)CCCn2nncc2CO[C@@H]1CN(C)S(=O)(=O)c1ccc(Oc2ccccc2)cc1,-3%,5%,nt,nt,-1.8,i,-21%,-7%,-0.8%
Cc1c(C(=O)O)sc2nc3n(c(=O)c12)CCCCC3,0%,-8%,6%,-6%,-0.3,i,0%,3%,-0.4%
COc1ccc(C(=O)Nc2ccc(NC(=O)c3cccs3)cn2)cc1,2%,0%,-9%,0%,-0.1,i,-3%,-34%,-0.4%
O=C(CSc1nnc(NC(=O)c2cccc(Br)c2)s1)NCC1CCCO1 (stereo not drawn),4%,0%,1%,-4%,0.1,i,-2%,5%,?
COCCNC(=O)C(NC(=O)C1CCC(C)CC1)C(C)C (stereo not drawn),3%,4%,15%,0%,-0.5,i,0%,nt,-0.3%
NC(=O)C1CCN(C(=O)c2ccc(NS(=O)(=O)/C=C/c3ccccc3)cc2)CC1,-2%,4%,nt,nt,1.7,i,-17%,nt,2.6%
Cc1cc(-c2ccccc2)nc2cc(C(=O)N(Cc3ccccc3)Cc3ccccc3)nn12,-1%[15.6 µM],?,?,-5%,-0.3,?,0%,?,4.1%
Cn1c(N)c(N2CCCCC2)c(=O)n(CC(=O)Nc2ccc(Cl)c(Cl)c2)c1=O,-7%,?,-14%,7%,-0.4,i,-35%,-1%,3.9%
COc1ccc(S(=O)(=O)c2c(O)cc(C)c(NS(=O)(=O)c3ccccc3)c2C)cc1,16%,-6%,?,-16%,2.1,?,2%,-18%,0.8%
O=C(CSc1nnc(-c2ccccc2F)o1)Nc1ccc(N2CCOCC2)cc1,9%,-9%,?,8%,-0.3,i,-5%,nt,3.1%

8 entries already listed, ordered by formula weight, high to low:
compound,EPAC2 agonist,TGFb SMAD3 inh,Nrf2 block,A549 viability,IL2 activator,ATXN viability,HepG2 tox,ATXN2 expr inh,Nrf2 activator
O=c1[nH]c(C2CCN(S(=O)(=O)c3ccc(S(=O)(=O)NC4CC4)cc3)CC2)nc2c1nnn2Cc1ccc(F)cc1,-1%,?,9%,-5%,7.3,i,6%,2%,5.1%
C[C@@H]1CN([C@@H](C)CO)C(=O)CCCn2nncc2CO[C@@H]1CN(C)S(=O)(=O)c1ccc(Oc2ccccc2)cc1,-3%,5%,nt,nt,-1.8,i,-21%,-7%,-0.8%
Cc1c(C(=O)NCc2ccccc2C(F)(F)F)sc(=O)n1Cc1ccc(Cl)c(Cl)c1,7%,-30%,nt,nt,0.5,i,-10%,-15%,5.0%
COC(=O)c1onc(-c2c(C)cc(C)cc2C)c1C(=O)OC,-20%,2%,3%,-1%,-0.2,i,-9%,3%,-0.3%
N#Cc1cc(Nc2c(N)nc[nH]c2=O)c([N+](=O)[O-])cc1C#N,1%,6%,-4%,2%,-0.3,i,-4%,9%,0.7%
O=S(=O)(NCc1cccnc1)c1ccc(Cl)s1,7%,-3%,-1%,16%,1.0,i,-19%,-8%,0.0%
Cc1c(C(=O)O)sc2nc3n(c(=O)c12)CCCCC3,0%,-8%,6%,-6%,-0.3,i,0%,3%,-0.4%
COCC(C)NC(=O)c1ccc(Cl)c(Cl)c1 (stereo not drawn),17%,8%,-11%,-3%,-2.7,i,5%,-7%,0.0%

Screens as filed in PubChem.
